# Screening data as filed in PubChem.
# CHT inh – inhibitors of human choline transporter CHT | B-score at 10 µM | CHT-expressing cells, membrane potential dye, choline response; stronger effect = lower value | High affinity choline transporter 1 (Homo sapiens), Q9GZV3 | 0.86% of 310,000 active | AID 488975, 2010;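 active means B-score over 3 SD under the library average, and starting fluorescence ratio not unusually high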;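 further: choline stimulus applied at its EC90 after an EC20 pre-addition; B-score computed on integrated fluorescence ratio after choline addition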
# Kir21 block – inhibitors of mouse Kir2.1 inward-rectifier potassium channel | HEK293-Kir2.1, FluxOR thallium flux fluorescence; stronger effect = lower value | B-score at 10 µM | 0.85% of 310,000 active;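 active means fluorescence ratio B-score at or below minus 3 SD of library scores, with starting-brightness B-score within 2 SD, cut at about -4.2 in these data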;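 further: channel flux triggered by added potassium and thallium sulfate stimulus; B-score of peak minus minimum fluorescence over baseline after thallium stimulus; more negative B-score means stronger Kir2.1 block with less thallium influx; some compounds called inactive have numbers as strong as hits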
# Numbers without * were called inactive; i = inactive. A portion of the library, so the mix of outcomes need not match the whole.
SMILES,CHT inh,Kir21 block
O=C(CCN1CCN(CCO)CC1)N1c2ccccc2Sc2ccc(C(F)(F)F)cc21,i,-0.54
